# CRFBP-R2 block = antagonists of CRF-BP/CRF-R2 complex, primary screen, cell-based, HEK293, calcium dye fluorescence, uHTS; 350,000 tested, 0.59% active; CRF-induced calcium fluorescence; inhibition, % at 11.8 µM;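 active = inhibition of the ligand-induced calcium signal above about 50% at the single tested concentration, limit read from the data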
# IDE cell activ = human IDE activators in live cells, primary screen, fluorescence polarization, HEK cells, FAbeta-B substrate | Insulin-degrading enzyme (Homo sapiens), P14735 | FAbeta-B cleavage; 0% vehicle, 100% cell-free pure enzyme wells | activation, % at 5.96 µM | 340,000 tested, 0.073% active;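 active = activation above the mean of all tested compounds plus 3 SD, set per screening campaign, cut at about 17% in these data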
# p-CIP stab down = p/CIP-EGFP fusion destabilizers, primary screen, fluorescence, F442A cells. Q05BA5. 16 h. decrease of EGFP signal, % at 10 µM. 290,000 tested, 0.01% active;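 active = EGFP signal decrease of at least 30% at 10 µM or well 3 SD below plate mean, unless failing retest; inactive = the rest, including hits failing retest or dose response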; note: some compounds called inactive have numbers as strong as hits; many of its hits are not listed in these tables
# UBC9 SUMO inh = inhibitors of in vitro SUMOylation cascade, primary screen, biochemical, HTRF, uHTS; inhibition, % at 35 µM; AID 2006, 2009; SUMO-conjugating enzyme UBC9 (Homo sapiens), P63279; HTRF SUMOylation assay, SAE1/SAE2 + UBC9; 290,000 tested, 0.36% active; in the data active = inhibition above about 50%, passing the limit was not always enough; note: strong numbers were not always called active
# Target sequence (P63279 whole entry, looked up): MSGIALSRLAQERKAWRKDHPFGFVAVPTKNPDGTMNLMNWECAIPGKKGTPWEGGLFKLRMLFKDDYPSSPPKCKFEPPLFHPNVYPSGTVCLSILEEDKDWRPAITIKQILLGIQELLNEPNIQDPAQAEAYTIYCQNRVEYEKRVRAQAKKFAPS
# GalR3 antagonist = GalR3 antagonists in HEK293 cells, primary screen, cell-based, fluorescence readout. Galanin receptor type 3 (Homo sapiens), O60755. HEK293 GalR3-CNG cAMP membrane potential fluorescence; galR3 body fused to GalR1 C-terminus. inhibition, % at 3 µM. 360,000 tested, 0.44% active;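 active = inhibition above the screen-wide average plus 3 SD, cut at about 13% in these data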;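 note: forskolin and galanin both at EC90 stimulate the cells; cAMP rise reported by CNG channel membrane potential dye signal; 0% = forskolin plus galanin with DMSO and 100% = forskolin alone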
# Target sequence (O60755 1-299 limits assumed): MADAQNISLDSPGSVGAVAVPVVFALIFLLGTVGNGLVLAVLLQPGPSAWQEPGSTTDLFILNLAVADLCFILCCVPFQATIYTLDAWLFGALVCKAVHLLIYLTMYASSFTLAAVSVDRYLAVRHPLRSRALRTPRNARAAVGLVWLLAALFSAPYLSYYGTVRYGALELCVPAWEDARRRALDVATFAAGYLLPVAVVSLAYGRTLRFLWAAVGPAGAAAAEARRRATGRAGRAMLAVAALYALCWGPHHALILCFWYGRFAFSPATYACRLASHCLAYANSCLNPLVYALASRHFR
# NS3 helicase inh = inhibitors of HCV NS3 helicase, primary screen, biochemical, Cy5 molecular beacon fluorescence | NS3 helicase DNA unwinding | Hepatitis C virus NS3 helicase | 290,000 tested, 0.56% active | inhibition, % at 10.9 µM | AID 1800, 2009;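 active = inhibition above the mean of all tested compounds plus 3 SD, set per campaign, cut at about 35% in these data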;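 note: 0% = DMSO wells and 100% = thioflavine S control wells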
#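 assay system = NS3 helicase fragment of HCV | buffer or medium = MOPS pH 6.5, MgCl2, DTT, Tween20, BSA | timing = 60 min unwinding reaction at 25 °C after ATP addition | signal = Cy5 beacon fluorescence read at start and 1 h | read-out basis = % inhibition of unwinding | control set = low DMSO, high thioflavine S at 110 µM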
# IMP-1 inhibitor = IMP-1 metallo-beta-lactamase inhibitors, primary screen, biochemical, epi-absorbance readout, Pseudomonas aeruginosa enzyme | metallo-beta-lactamase IMP-1 (Pseudomonas aeruginosa) | purified IMP-1, nitrocefin hydrolysis, epi-absorbance fluorescence | inhibition, % at 5.6 µM | 290,000 tested, 0.45% active;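 active = inhibition above the mean plus 3 SD of all compounds in the same screening run, cut at about 4.5% in these data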;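 note: 0% = IMP-1 with DMSO and 100% = DMSO wells lacking enzyme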
#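 System – purified recombinant IMP-1 beta-lactamase · Input – IMP-1 dispensed at 0.2 nM · Timing – 15 min preincubation plus 25 min reaction at 25 °C · Signal – Epi-absorbance fluorescence, 480 nm excitation, 530 nm emission · Measure – percent IMP-1 inhibition derived from blank-referenced optical density · Controls – Enzyme-plus-DMSO low control, enzyme-free DMSO high control · Replication – singlicate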
# VIM-2 inhibitor = VIM-2 metallo-beta-lactamase inhibitors, primary screen, biochemical, epi-absorbance readout, Pseudomonas aeruginosa enzyme; purified VIM-2, nitrocefin hydrolysis, epi-absorbance fluorescence; inhibition, % at 5.6 µM; 290,000 tested, 0.89% active; AID 1527, 2009;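 active = inhibition above the mean of all tested compounds plus 3 SD, cutoff set per screening run, cut at about 7.5% in these data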;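 note: red hydrolysis product quenches plate fluorescence so inhibitors raise well fluorescence; 0% = enzyme with DMSO and 100% = DMSO without enzyme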
# IDE inh = human IDE inhibitors in live cells, primary screen, fluorescence polarization, HEK cells, FAbetaB substrate; Insulin-degrading enzyme (Homo sapiens), P14735; FAbetaB cleavage; 320,000 tested, 0.41% active; inhibition, % at 5.59 µM; AID 434962, 2010;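 active = percent inhibition above the average of all tested compounds plus 3 SD, set per screening campaign, cut at about 16% in these data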;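 note: IDE supplied by intact live HEK cells; FP after avidin binding of uncleaved biotin substrate so inhibition keeps polarization high; 0% = DMSO wells and 100% = 60 µM reference IDE inhibitor Ii1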
# * hit, by the source's call; · = not tested or not shown.
cpd	CRFBP-R2 block	IDE cell activ	p-CIP stab down	UBC9 SUMO inh	GalR3 antagonist	NS3 helicase inh	IMP-1 inhibitor	VIM-2 inhibitor	IDE inh	SMILES
1	12	-2	3	17	-10	27	-3.7	-2.5	·	O=C(O)c1ccc(NC(=O)c2ccc(COc3ccc(Cl)cc3)o2)cc1
2	2	-2	-2	3	-2	5	-2.3	-1.1	2	CC(C)[C@@H]1NC(=O)c2cc([N+](=O)[O-])cc(I)c2NCCC[C@@H](C(=O)NC(CC(=O)O)C(N)=O)NC(=O)[C@H](CO)NC1=O (stereo not given in full)
3	2	3	-6	7	-9	13	-2.9	-4.2	5	COc1ccc(Cc2nnc(NC(=O)C3CC(=O)N(c4ccccc4)C3)s2)cc1OC (stereo not given)
4	13	4	1	-13	·	-35	-2.4	0.8	1	CCN(CC)CCN(C(=O)c1ccc2c(c1)CCCC2)c1nc2cc(OC)c(OC)cc2s1
5	-8	2	-5	0	-9	-31	-1.3	-5.4	0	Cc1ccc(-c2nn(-c3ccccc3)cc2CO)cc1
6	-5	2	2	14	-6	-7	-1.4	-0.9	2	NC(=O)NC(=O)c1nccnc1C(=O)O
7	-7	3	2	38	-6	-1	-4.1	-0.6	-2	COc1ccc(-c2c(C)oc3c(CN4CCN(CCO)CC4)c(O)ccc3c2=O)cc1OC
8	39	-4	-11	0	2	-3	-2.3	-1.0	0	O=C(COC(=O)c1cccs1)Nc1ccccc1
9	24	-1	-18	13	-6	18	-3.8	-2.1	7	CCCCCc1c(C)nc(Nc2nc(C)c3cc(OC)ccc3n2)[nH]c1=O
10	0	0	-8	16	-5	-4	-1.6	-1.5	3	CC(C)CCNC(=O)CSc1nc2ccsc2c(=O)n1NC(=O)c1ccccc1
11	6	6	4	4	-3	0	-1.9	-0.9	1	Cc1ccc(P(=O)(O)c2ccc(C)cc2)cc1
12	9	3	-24	-3	-11	12	-1.5	0.3	1	CCOC(=O)c1c(C)[nH]c(C)c1S(=O)(=O)NCCc1ccc(SC)cc1
13	3	-3	·	·	-5	·	·	·	-1	Cc1ccc(C(=O)OCC(=O)NCCNC(=O)COC(=O)c2ccc(C)s2)s1
14	-8	9	3	4	-1	-20	0.1	2.4	3	COCCNCCCCOc1ccc(Br)cc1C
15	26	7	-4	11	-7	2	-1.4	-3.3	6	Cc1[nH]c2ccccc2c1/C=N/NC(=O)c1cccs1
16	2	-8	-22	2	-3	1	-1.7	-0.9	8	N#CC1=C(N)Oc2cc(O)ccc2C1c1cccs1 (stereo not given)
17	-49	7	-2	6	-2	-3	-1.6	2.7	-2	O=C(Nc1ccc(Cl)cc1)/C(=C/c1cccc(O)c1)c1nc2ccccc2s1
18	-8	-1	3	5	-3	-2	-3.4	-0.7	-9	O=C(NC1CCCCCC1)C1CCN(S(=O)(=O)c2ccc(F)cc2)CC1
19	7	-9	-2	-3	-5	6	-1.8	-3.6	3	Cc1ccc(CCN2CC(C(=O)N3CCN(c4ccc(F)cc4)CC3)CC2=O)cc1 (stereo not given)
20	-15	3	-12	17	2	-12	-3.4	-0.6	1	COc1ccc(OC)c(C2CC(=O)c3c([nH]c(C(=O)OC(C)C)c3C)C2)c1 (stereo not given)
21	15	4	-6	8	2	-19	-2.2	-1.3	1	COc1ccc([N+](=O)[O-])cc1NC(=O)c1ccc(CN(c2ccccc2)S(C)(=O)=O)cc1
22	-11	-3	4	20	-5	5	1.5	0.6	-1	Cc1cc(C)nc(N(C#N)Cc2ccccc2C)n1
23	-18	1	-4	0	6	10	-1.4	-1.8	5	COc1ccc(NC(=O)c2sc3nc(N4CCCC4)c4c(c3c2N)CC(C)(C)OC4)cc1
24	0	1	-20	14	-2	3	-3.8	-3.1	-6	CN(Cc1ccc(F)cc1)C(=O)c1cccc(NS(=O)(=O)c2ccccc2)c1
25	11	5	10	5	-8	10	-3.5	-0.8	4	CCOc1ccc(C(=O)OCC(=O)N2CCOCC2)cc1OCC
26	4	-1	-9	-2	-1	-3	-2.6	-1.0	5	O=C(N/N=C\c1ccncc1)c1ccc(Cl)s1
27	-16	-1	4	4	-4	-30	-1.0	2.4	4	CCc1nc(Nc2cccc(OC)c2)c2oc3ccccc3c2n1
28	-30	3	0	16	-4	-1	-0.4	-2.0	-3	CCc1ccc(S(=O)(=O)N2CC(=O)Nc3ccccc32)cc1
29	-2	4	-6	27	-3	0	-2.2	-3.7	1	Cc1cc(C)c(C#N)c(SCS(=O)Cc2ccccc2)n1 (stereo not given)
30	-26	4	-4	26	-6	-6	-3.1	1.1	-5	CCn1cc(C2=NCC(C)O2)c2ccccc21 (stereo not given)
31	-4	0	-8	-4	-8	-4	-0.2	0.2	2	O=C(CCn1nc(-c2ccccc2)ccc1=O)N1CCN(c2ccccc2)CC1
32	4	2	-5	6	-5	6	-2.0	-1.2	11	Cc1c(/C(O)=C2\C(=O)C(=O)N(CCN(C)C)C2c2cccs2)cnn1-c1ccccc1 (stereo not given)
33	7	3	-6	11	-11	-10	-1.6	-1.6	2	Cc1ccc(C(N)=Nc2ccccc2)cc1
34	1	0	·	·	1	·	·	·	0	COc1cc(OC)cc(-c2c(C#Cc3ccsc3)c3cc(-c4cccc5[nH]ccc45)ccc3n2C)c1
35	1	3	-4	12	-4	16	-2.3	-1.9	-3	Cc1ccc(O)c(N=Cc2sc3ccccc3c2Cl)c1
36	-1	9	9	16	-2	7	0.2	-1.2	7	COc1cnc(NS(=O)(=O)c2ccc(N)cc2)nc1
37	-15	4	-3	-13	-3	-1	-0.7	-2.6	-1	O=C(CN1C(=O)c2ccccc2C1=O)NCC(=O)OCC(=O)c1ccc(Cl)cc1
38	-6	5	4	-6	·	-10	-2.0	-0.7	0	CCn1c(C2CC(=O)N(c3cc(C)cc(C)c3)C2)nc2ccccc21 (stereo not given)
39	-5	1	6	-13	-1	-4	-2.0	-2.4	2	CCOC(=O)c1nc2nc(C)cc(=O)n2[nH]1
40	1	-2	·	·	-4	·	·	·	5	Cc1noc(C)c1S(=O)(=O)N(C)C[C@H]1Oc2ccc(NC(=O)Cc3ccccc3)cc2C(=O)N([C@H](C)CO)C[C@@H]1C
41	0	1	0	8	-5	-17	1.9	0.5	4	CCCOC(=O)C1=C(C)NC2=C(C(=O)C(C(=O)OC)C(C)C2)C1c1ccc(N(CC)CC)cc1 (stereo not given)
42	15	-1	9	15	-1	5	-0.1	-1.5	3	CCOc1cc2[nH]c(=O)n(Cc3cccc(OC)c3)c(=O)c2cc1OCC
43	14	0	1	-7	-6	-7	-1.9	-2.3	-7	Fc1ccc(Cn2nnnc2C(c2ccc(Cl)cc2)N2CCSCC2)cc1 (stereo not given)
44	11	7	-6	9	·	-1	-2.1	-1.2	1	O=C(NCCc1csc(-c2cccnc2)n1)c1ccco1
45	-69	-2	1	41	1	4	-2.7	-0.4	1	COc1ccc(OCCSCc2nnc(NC(=O)Nc3ccc(Cl)cc3)s2)cc1
46	-4	2	4	6	-4	2	-1.1	-0.4	-1	CCSc1oc(-c2ccccc2)nc1S(=O)(=O)c1ccccc1
47	18	5	3	9	-1	9	-0.7	-0.3	0	CC1CCN(CC(=O)NCc2ccco2)CC1
48	-3	-3	-1	-8	-3	-4	-2.1	-1.6	5	COc1cc(NC(=O)CSc2nnc(Cn3nnc4ccccc43)n2C)cc(OC)c1
49	-4	6	·	·	-2	·	·	·	1	O=C(COc1ccc(F)cc1Br)NCC1(N2CCCCC2)CCCCC1
50	-28	-1	19	-18	·	15	-0.8	-3.3	0	CN(C)C(=O)/C(C#N)=C\c1cc(Br)c(Sc2ccc(Cl)cc2)o1

# Next part:
cpd	CRFBP-R2 block	IDE cell activ	p-CIP stab down	UBC9 SUMO inh	GalR3 antagonist	NS3 helicase inh	IMP-1 inhibitor	VIM-2 inhibitor	IDE inh	SMILES
51	-11	6	-9	22	1	10	-2.4	-1.8	-12	O=C(CSc1nc2cccnc2n1Cc1ccccc1)NCc1ccco1
52	22	1	4	-15	9	-3	-2.7	-3.8	-5	O=C(NC1CCCc2ccccc21)c1cc(S(=O)(=O)N2CCOCC2)ccc1F (stereo not given)
53	-37	-4	-9	-22	-8	1	-3.6	-0.1	1	Cc1ccc(C(=O)C(OC(=O)CN2C(=O)c3ccccc3C2=O)c2ccccc2)cc1C (stereo not given)
54	2	8	3	17	-4	-10	-1.6	-2.7	-2	O=C(Nc1nc2ccccc2[nH]1)c1cccs1

# Molecules above with a thiophene ring, fused or not (11):
cpd	CRFBP-R2 block	IDE cell activ	p-CIP stab down	UBC9 SUMO inh	GalR3 antagonist	NS3 helicase inh	IMP-1 inhibitor	VIM-2 inhibitor	IDE inh	SMILES
8	39	-4	-11	0	2	-3	-2.3	-1.0	0	O=C(COC(=O)c1cccs1)Nc1ccccc1
10	0	0	-8	16	-5	-4	-1.6	-1.5	3	CC(C)CCNC(=O)CSc1nc2ccsc2c(=O)n1NC(=O)c1ccccc1
13	3	-3	·	·	-5	·	·	·	-1	Cc1ccc(C(=O)OCC(=O)NCCNC(=O)COC(=O)c2ccc(C)s2)s1
15	26	7	-4	11	-7	2	-1.4	-3.3	6	Cc1[nH]c2ccccc2c1/C=N/NC(=O)c1cccs1
16	2	-8	-22	2	-3	1	-1.7	-0.9	8	N#CC1=C(N)Oc2cc(O)ccc2C1c1cccs1 (stereo not given)
23	-18	1	-4	0	6	10	-1.4	-1.8	5	COc1ccc(NC(=O)c2sc3nc(N4CCCC4)c4c(c3c2N)CC(C)(C)OC4)cc1
26	4	-1	-9	-2	-1	-3	-2.6	-1.0	5	O=C(N/N=C\c1ccncc1)c1ccc(Cl)s1
32	4	2	-5	6	-5	6	-2.0	-1.2	11	Cc1c(/C(O)=C2\C(=O)C(=O)N(CCN(C)C)C2c2cccs2)cnn1-c1ccccc1 (stereo not given)
34	1	0	·	·	1	·	·	·	0	COc1cc(OC)cc(-c2c(C#Cc3ccsc3)c3cc(-c4cccc5[nH]ccc45)ccc3n2C)c1
35	1	3	-4	12	-4	16	-2.3	-1.9	-3	Cc1ccc(O)c(N=Cc2sc3ccccc3c2Cl)c1
54	2	8	3	17	-4	-10	-1.6	-2.7	-2	O=C(Nc1nc2ccccc2[nH]1)c1cccs1

# Screens as filed in PubChem BioAssay.
